NADH coupling: blocks coupling enzymes of NAD/NADH assays | IC50, µM (titrated, usually from 10 µM), for the others: at the highest dose inhibition | AID 774 | coupled PK/LDH NADH assays, four targets | hit rate 0.02% among 65,000;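 active = single-dose screening hits from any of four coupled enzyme assays that gave an IC50 when retested across doses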;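 also: the DPM-DC format reads NADH fluorescence rather than 340 nm absorbance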
Hsp90 inh: displaces geldanamycin probe from tumor Hsp90; NCI-N417 lysate Hsp90, Cy3B-geldanamycin FP displacement; inhibition, % at 30 µM; hit rate 0.35% among 64,000;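 active = inhibition above 50%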;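 also: 0% = tracer plus lysate wells and 100% = tracer alone without lysate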
D1 mod: D1 dopamine receptor (human) allosteric modulation | B-score at 10 µM | HEK293 D1, CRE-luciferase, dopamine EC30 potentiation; actives deviate in either direction | AID 641 | hit rate 5.9% among 58,000 | P21728;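 active = luminescence count or its row- and column-corrected plate score outside the 99.7% band of the plate's sample wells, on either side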
Target sequence (P21728 whole entry, looked up): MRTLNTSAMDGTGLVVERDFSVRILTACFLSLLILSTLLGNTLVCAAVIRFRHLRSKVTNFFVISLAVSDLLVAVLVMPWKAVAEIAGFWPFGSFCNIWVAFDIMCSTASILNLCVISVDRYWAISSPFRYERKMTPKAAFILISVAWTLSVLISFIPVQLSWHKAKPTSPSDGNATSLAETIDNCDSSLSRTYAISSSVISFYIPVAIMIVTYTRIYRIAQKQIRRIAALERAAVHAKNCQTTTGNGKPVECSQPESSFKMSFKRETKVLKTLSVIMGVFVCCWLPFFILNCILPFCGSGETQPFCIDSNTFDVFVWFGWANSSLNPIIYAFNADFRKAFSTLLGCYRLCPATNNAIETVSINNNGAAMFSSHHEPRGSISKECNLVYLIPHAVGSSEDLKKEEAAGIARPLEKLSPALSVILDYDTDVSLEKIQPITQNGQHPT
M1 antag: antagonists of rat M1 muscarinic receptor | CHO-M1 cells, Fluo-4 calcium, ACh EC80 antagonist mode; hits give low values | B-score at 10 µM | hit rate 3.4% among 64,000;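 active = calcium fluorescence response, raw or row-and-column corrected B-score, differing from the plate sample mean either way at a set confidence level, mostly lower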
Target sequence (P08482 whole entry, looked up): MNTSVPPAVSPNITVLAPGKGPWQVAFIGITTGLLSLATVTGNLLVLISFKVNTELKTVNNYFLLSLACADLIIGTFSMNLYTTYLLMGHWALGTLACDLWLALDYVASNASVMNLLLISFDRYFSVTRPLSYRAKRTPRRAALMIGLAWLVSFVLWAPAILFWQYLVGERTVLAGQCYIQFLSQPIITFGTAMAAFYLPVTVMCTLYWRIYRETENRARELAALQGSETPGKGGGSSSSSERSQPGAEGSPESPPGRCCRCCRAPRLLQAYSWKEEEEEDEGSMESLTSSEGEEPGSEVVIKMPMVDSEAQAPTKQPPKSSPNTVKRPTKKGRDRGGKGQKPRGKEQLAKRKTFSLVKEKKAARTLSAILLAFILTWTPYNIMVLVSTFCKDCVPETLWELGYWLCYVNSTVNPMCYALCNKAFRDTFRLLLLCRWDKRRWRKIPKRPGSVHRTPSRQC
5HT1a ag: agonists of human 5-HT1a serotonin receptor; CHO 5-HT1a Ga15 NFAT-bla reporter, FRET ratio; 0% basal, 100% maximal reference agonist; P08908; AID 567; activation, % at 10 µM; hit rate 0.56% among 65,000;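 active = activation above the screen-wide mean activation plus 3 SD, cut at about 19% in these data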;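 also: 0% = DMSO wells and 100% = 5-CT at EC100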
M1 ag: M1 muscarinic receptor agonism; CHO-M1 cells, Fluo-4 calcium fluorescence, agonist mode; hits give high values; B-score at 10 µM; hit rate 3% among 64,000; AID 626;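 active = fluorescence rise, raw or as B-score row- and column-corrected plate score, outside the 99.7% band of its plate's samples, either direction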
Her2 expr inh: Her2 kinase expression inhibition. P04626. SKBR-3 HER2 protein level, AlphaScreen, 18-24 h; hits give low values. HER2 level % of control, % at 10 µM. hit rate 0.69% among 65,000. AID 645;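 active = HER2 level under 5% of the carrier-only control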;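 also: 100% = DMSO carrier and 0% = 500 nM PU-H71 HSP90 inhibitor; lower value means stronger loss of Her2 protein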
Ec RNAP inh: blocks E. coli RNA polymerase transcription. hit rate 0.2% among 62,000. P0A8V2. fluorescence transcription assay. AID 559. inhibition, %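 (tested at 10 µM)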; in the data active = inhibition above about 20%;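 also: 0% = enzyme without compound and 100% = no enzyme blank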
Autofluor 339: intrinsic fluorescence of library compounds, ex339/em460 – biochemical, MLSMR library, data from DPM-DC assay, artefact control, profiling panel | fluorescence fold increase at 10 µM | compound autofluorescence, ex339/em460 nm, NADH buffer; hits give high values; 1 = no-compound wells, NADH background | AID 709 | hit rate 5.5% among 65,000;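 active = at 10 µM, mean starting fluorescence two-fold or more over control wells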;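 also: signal is the first read of a kinetic run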
Numbers without * were called inactive; / = not tested or not shown; [ ] = remark or other dose. The order is random; overall some 16% were active at least once.

Sample of the layout, nine compounds:
SMILES	NADH coupling	Hsp90 inh	D1 mod	M1 antag	5HT1a ag	M1 ag	Her2 expr inh	Ec RNAP inh	Autofluor 339
Cn1c(COc2ccccc2)nnc1SCC(=O)Nc1ccc2c(c1)OCO2	/	/	-0.034	0.17	-3.4	1.3	/	6	/
COc1ccc(N2CCN(c3ccc(NC(=O)C4CCCCC4)cc3C#N)CC2)cc1	5%	2	0.11	-0.15	0.2	-0.23	98	0	2.2*
CCN(CC)c1ncccc1C(=O)NCc1cccs1	7%	-5	7.6*	1.1	-1.5	-0.78	101	/	1.1
Cn1c(C(=O)NCc2cccs2)cc2oc3ccccc3c21	6%	-2	-0.86	0.32	-1.6	0.58	86	0	1.2
O=C(COC(=O)c1cnccn1)c1ccc2c(c1)CCCC2	3%	/	0.23	-0.14	-1.4	1	102	6	1.1
O=C(O)CSc1nc(-c2ccccc2)nc2c1oc1ccccc12	1%	0	-0.13	/	2.5	/	92	12	1.1
CCOC(=O)C1=C(C)C(c2ccc(OC)cc2OC)NC(=O)N1 (centres undefined)	10%	1	-0.39	/	-1.9	/	117	11	1
CCC(=O)c1ccc(OCC(O)Cn2cnc3ccccc32)cc1 (centres undefined)	2%	3	/	-0.013	-0.3	-1.6	122	4	1.1
CCc1c(C)nc(SCC(=O)CC(=O)OC(C)C)c(C#N)c1C	11%	1	0.97	-0.97	-3.5	0.37	131	3	2.2*

Main list, repeating the preview:
SMILES	NADH coupling	Hsp90 inh	D1 mod	M1 antag	5HT1a ag	M1 ag	Her2 expr inh	Ec RNAP inh	Autofluor 339
Cn1c(COc2ccccc2)nnc1SCC(=O)Nc1ccc2c(c1)OCO2	/	/	-0.034	0.17	-3.4	1.3	/	6	/
COc1ccc(N2CCN(c3ccc(NC(=O)C4CCCCC4)cc3C#N)CC2)cc1	5%	2	0.11	-0.15	0.2	-0.23	98	0	2.2*
CCN(CC)c1ncccc1C(=O)NCc1cccs1	7%	-5	7.6*	1.1	-1.5	-0.78	101	/	1.1
Cn1c(C(=O)NCc2cccs2)cc2oc3ccccc3c21	6%	-2	-0.86	0.32	-1.6	0.58	86	0	1.2
O=C(COC(=O)c1cnccn1)c1ccc2c(c1)CCCC2	3%	/	0.23	-0.14	-1.4	1	102	6	1.1
O=C(O)CSc1nc(-c2ccccc2)nc2c1oc1ccccc12	1%	0	-0.13	/	2.5	/	92	12	1.1
CCOC(=O)C1=C(C)C(c2ccc(OC)cc2OC)NC(=O)N1 (centres undefined)	10%	1	-0.39	/	-1.9	/	117	11	1
CCC(=O)c1ccc(OCC(O)Cn2cnc3ccccc32)cc1 (centres undefined)	2%	3	/	-0.013	-0.3	-1.6	122	4	1.1
CCc1c(C)nc(SCC(=O)CC(=O)OC(C)C)c(C#N)c1C	11%	1	0.97	-0.97	-3.5	0.37	131	3	2.2*
COCc1c(C(=O)OCC(=O)N2c3ccccc3CC2C)oc2ccccc12 (centres undefined)	4%	-4	-0.31	-1.6	-4.0	-0.9	103	/	1.1
O=C(O)c1ccc(-c2ccccc2)[nH]1	6%	-8	0.32	0.98	-0.5	0.76	106	9	1.1
CSCC[C@H](NC(=O)NCc1ccccc1F)C(=O)O	7%	1	-0.026	0.087	-2.0	-0.97	92	/	1.1
Cn1c(=O)c2cn3ncccc3c2n(C)c1=O	0%	-6	-0.15	0.1	-1.2	2.7	97	12	1.2
Cc1ccc(S(=O)(=O)NCc2ccco2)cc1C	13%	-4	-0.36	-0.14	-0.6	0.46	98	-7	1.1
Cc1ccc(-c2cn3c(n2)CCCC3)cc1	4%	-3	-1.6	-1.9	-4.2	-0.67	93	8	1.1
O=C1CN(C(=O)COC(=O)Cc2ccsc2)c2ccccc2N1	6%	-1	0.029	-1.5	-1.2	0.84	64	11	1.1
CCCC(=O)N1CCN(c2ccc(NC(=O)c3ccc(Br)o3)cc2)CC1	6%	3	0.11	0.26	4.4	0.49	89	1	1
Cc1nn2c(-c3cccc(NC(=O)CN4CCOCC4)c3)nnc2c2ccccc12	0%	-7	0.55	0.77	3.3	0.074	144	/	1.3
COc1ccc(C2C(C(=O)N3CCOCC3)c3ccccc3C(=O)N2c2ccc(OC)cc2)cc1 (centres undefined)	0%	1	0.91	-13*	-3.2	-0.19	75	2	1.1
O=c1c2[nH]c3ccccc3c2ncn1CCN1CCNCC1	9%	-5	0.2	-3.1*	-4.8	0.2	65	1	1.3
Cc1ccc(S(=O)(=O)/C(C#N)=C/c2c(N3CCN(C)CC3)nc3ccccn3c2=O)cc1	9%	-7	-3	0.8	3.4	0.75	123	7	1
Cc1ccc(N(C(=O)CCC(=O)Nc2cc(C)on2)C(C(=O)NC2CCCC2)c2ccncc2)cc1 (centres undefined)	6%	-4	0.41	1.9	-0.6	1.2	92	10	1.1
c1ccc(-n2ncc3c(N4CCN(c5ccccn5)CC4)nc(N4CCCCCC4)nc32)cc1	5%	0	0.038	-0.073	-6.3	-0.0033	135	15	1.2
COc1cccc(Nc2c(F)c(F)c(F)c(F)c2C(=O)O)c1	3%	-2	0.17	0.13	-5.2	-0.35	106	16	1
COc1ccc(S(=O)(=O)N2CCCC2C(=O)Nn2cnnc2)cc1 (centres undefined)	5%	2	/	/	-0.6	/	93	7	1.2
Cc1ccc(CSc2nnc(Cn3c(=O)sc4ccccc43)n2C)cc1	4%	-3	1.4	0.11	-1.7	0.007	98	12	1.1
CCc1c(O)nc(SCC(=O)Nc2ccc(OC)cc2)n(C2CCCCC2)c1=O	7%	2	-0.83	-0.0017	0.9	-0.025	78	4	1
Cc1cc(C)n(-c2nncc(-c3ccccc3)n2)n1	8%	-2	-0.018	/	0.2	/	75	12	1.1
CC(C)c1nc(N2CCOCC2)c(C#N)c2c1CCCC2	6%[fluoresces]	-1	0.37	-0.039	2.5	-1	91	6	2.1*
CCOC(=O)c1c(NC(=O)c2noc3c2CCCC3)sc2c1CCCC2	11%	-7	0.13	0.013	-2.6	-0.082	95	6	1.2
CCc1nnc(NC(=O)CSc2nnc(CSc3nc(C)cc(C)n3)n2CC)s1	3%	0	-0.51	-1.2	0.0	0.57	174	4	1
O=C(CSc1nc(O)c(C2CCCCC2)c(=O)[nH]1)NCC1CCCO1 (centres undefined)	3%	-6	-0.36	0.76	-3.6	0.95	95	-8	1.1
CC(=O)NC1C(=O)N=C(SCc2ccccc2)NC1=O (centres undefined)	2%	/	0.0046	/	/	/	78	-1	1
Cc1nc2ccc(S(=O)(=O)NCC(=O)N3CCC(C)CC3)cc2s1	5%	2	-0.85	0.026	-3.0	-0.6	123	5	1.1
CC(NC(=O)c1cccnc1)C(c1cccs1)N1CCN(C)CC1 (centres undefined)	2%	-3	/	0.17	0.5	0.58	86	9	1
N#C/C(=C(/O)COC(=O)Cc1c[nH]c2ccccc12)c1nc2ccccc2[nH]1	5%	-12	0.0032	-0.1	32*	-1.8	87	17	1.1
COc1ccc(-n2nnnc2SCC(=O)c2ccc(OC)c(OC)c2)cc1	3%	-4	4.6	-0.79	0.6	-0.12	200	-2	1.1
O=C1CN(CC(=O)N2CCCCC2)c2ccccc2O1	5%	16	/	0.0099	-0.1	-0.23	73	-2	1.1
COCCNc1nc(-n2nc(C)cc2C)nc2sc3c(c12)CCCC3	5%[fluoresces]	4	0.12	-0.58	2.5	0.71	66	-8	3.6*
O=C(Nc1ccc(F)c(F)c1)c1cccnc1	6%	-1	0.025	0.058	-2.8	0.89	135	13	1.1
Cc1ccc(S(=O)(=O)Nc2ccc3ncccc3c2)cc1	0%	-1	-2.6	-3.3*	-1.5	3.2*	99	0	1.2
CCn1c(=S)sc2c(=O)n(-c3ccccc3)c(SCC(=O)NCc3ccco3)nc21	4%	-3	0.66	-1.1	-0.6	-0.82	101	6	0.97
CCCC(=O)c1cc2cc(Cl)ccc2oc1=O	0%	1	-0.35	0.68	-1.4	0.33	105	5	1.1
COc1ccc(Cc2nnc(NS(=O)(=O)Cc3ccccc3)s2)cc1	1%	1	1.1	-0.12	2.3	-0.014	100	8	1.1
c1csc(-c2nn[nH]n2)c1	7%	-1	-0.35	1.1	-0.7	-0.9	89	-3	1
COc1ccccc1N1CCN(C(=O)C2C3C=CC4(CN(Cc5ccccc5Cl)C(=O)C24)O3)CC1 (centres undefined)	7%	-1	-1	0.23	0.9	-0.54	115	10	1
O=C(NC1CCCCC1)c1ccc(Cn2cc(Br)cn2)o1	2%	-10	0.012	0.73	-1.7	0.6	92	2	1.2
CCN(CCCNC(=O)CCn1c(=O)[nH]c2ccccc2c1=O)c1cccc(C)c1	4%	1	0.52	-1.3	-0.6	0.77	115	0	1
O=C(NCc1ccc(F)cc1)c1cccc(S(=O)(=O)N2CCCC2)c1	3%	-2	-0.76	-0.62	-0.1	0.68	87	9	0.99
O=S(=O)(c1ccc(Cl)c(Cl)c1)N1CCc2nc3ccccc3n2CC1	5%	/	0.59	-0.029	/	0.61	106	2	1.1

2 of the compounds above, comma-delimited.
molecule,NADH coupling,Hsp90 inh,D1 mod,M1 antag,5HT1a ag,M1 ag,Her2 expr inh,Ec RNAP inh,Autofluor 339
Cn1c(=O)c2cn3ncccc3c2n(C)c1=O,0%,-6,-0.15,0.1,-1.2,2.7,97,12,1.2
Cc1ccc(S(=O)(=O)NCc2ccco2)cc1C,13%,-4,-0.36,-0.14,-0.6,0.46,98,-7,1.1

Other compounds.
SMILES	NADH coupling	Hsp90 inh	D1 mod	M1 antag	5HT1a ag	M1 ag	Her2 expr inh	Ec RNAP inh	Autofluor 339
CCC1Oc2ccc(C)cc2N(Cc2cccc(C)c2)C1=O (centres undefined)	5%	-1	-1.1	-0.74	0.5	-0.2	96	9	1
Cc1nc(-n2nnc3ccccc32)c2c3c(sc2n1)CCCC3	1%	/	/	-1.5	1.8	-0.38	72	2	1.7
COc1cc(C(=O)N(Cc2cc3cc(C)ccc3[nH]c2=O)CC2CCCO2)cc(OC)c1OC (centres undefined)	7%	-2	0.14	/	-2.3	/	89	13	1.4
CN(C(=O)CSc1nc(-c2ccc(F)cc2)cs1)C1CCS(=O)(=O)C1 (centres undefined)	4%	-1	1.2	-3.1*	-2.2	-0.17	104	-1	1.1
CCCn1c(SCC(=O)/C(C#N)=C(\C)N)n[nH]c1=O	5%	-7	-0.16	-1.4	-2.0	0.9	102	2	0.88
Clc1ccc(-c2nnc(-c3ccccc3Cl)o2)cc1	2%	-2	-0.83	-2	-2.0	-0.28	86	1	1
CCOC(=O)C1CCN(C(=O)c2ccc3snnc3c2)CC1	6%	-3	-0.029	-0.042	-3.8	-0.46	97	/	1.1
COc1nc(-c2ccccc2)cc(C(F)(F)F)n1	5%	-1	0.66	-0.25	-0.2	0.45	92	1	1.1
CCn1c(Oc2ccc(Oc3ncc(Cl)cc3Cl)cc2)nc2c1c(=O)n(C)c(=O)n2C	8%	1	-0.25	2.3	-2.0	-0.81	123	1	1.1
CCOC(=O)C1C(=O)C(C(=O)OCC)C(c2cccnc2)NC1c1cccnc1 (centres undefined)	4%	-4	-0.00058	-0.0018	-1.8	-0.25	97	3	1.1
O=C(NC1CCCC1)C(c1cccs1)N(CC1CCCO1)C(=O)Cc1cccs1 (centres undefined)	8%	-5	/	/	0.0	/	98	7	1
CCCn1c(=C(C#N)C#N)s/c(=C2\C=Cc3ccccc3N2CC)c1=O	9%	11	-0.64	0.94	0.8	0.42	205	-3	1.1
CCOC(=O)N1CCN(C(=O)CSc2nnc(-c3cc(OC)cc(OC)c3)o2)CC1	2%	0	0.21	-0.48	0.6	0.98	88	5	1.1
Oc1ccc2[nH]ccc2c1	5%	1	0.075	-0.69	-1.8	-0.37	91	11	1.2
Cc1coc(C)c1C(=O)CC1(O)C(=O)N(CCc2ccccc2)c2ccccc21 (centres undefined)	5%	-8	0.24	0.24	-3.2	-0.35	90	7	1.1
